Rpn11 inh: blocks the human proteasome subunit Rpn11; O00487; calls only at 20 µM; AID 588493; human 26S proteasome, Ub4-pepOG fluorescence polarization; 20S core pre-blocked with epoxomicin; hit rate 0.59% among 360,000;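 active means inhibition at 20 µM, scaled to each plate's controls, above about 33%, limit read from the data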
Target sequence (O00487 whole entry, looked up): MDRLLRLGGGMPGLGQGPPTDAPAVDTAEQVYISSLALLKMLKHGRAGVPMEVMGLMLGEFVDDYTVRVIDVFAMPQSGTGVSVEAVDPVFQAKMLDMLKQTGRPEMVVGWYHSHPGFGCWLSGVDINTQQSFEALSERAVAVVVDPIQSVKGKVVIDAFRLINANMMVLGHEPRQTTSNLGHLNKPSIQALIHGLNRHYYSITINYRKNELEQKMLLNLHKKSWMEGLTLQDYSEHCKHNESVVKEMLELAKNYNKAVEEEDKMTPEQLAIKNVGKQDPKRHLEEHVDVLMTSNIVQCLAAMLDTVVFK
SKN-1 inh: C. elegans SKN-1 inhibition; C. elegans VP596 Pgst-4::GFP/RFP ratio, acrylamide-induced, 24 h; inhibition, % at 21.8 µM; hit rate 0.49% among 360,000;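 active means interference check ratio from 0.5 to 1.5 plus GFP to RFP signal ratio inhibition reaching or exceeding a fixed threshold, cut at about 30% in these data, passing the limit was not always enough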; further: some compounds called inactive have numbers as strong as hits
NRP1-CendR mod: alters CendR peptide binding to human NRP-1; hit rate 0.85% among 360,000; FAM-RPARPAR peptide binding to NRP-1, fluorescence polarization; O14786; inhibition, % at 25 µM;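 active means inhibition or corrected inhibition above about 18%, plus a signal ratio from 0.5 to 1.5, limit read from the data, passing the limit was not always enough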; further: strong numbers were not always called active
SUMO1-SIM PPI: alters human SUMO1 binding to SIM partners. inhibition, % at 20 µM. AID 602429. hit rate 0.33% among 360,000. SUMO1 binding to a labelled peptide, TR-FRET, 1 h; in the data active means inhibition above about 37%
Target sequence (P63165 whole entry, looked up): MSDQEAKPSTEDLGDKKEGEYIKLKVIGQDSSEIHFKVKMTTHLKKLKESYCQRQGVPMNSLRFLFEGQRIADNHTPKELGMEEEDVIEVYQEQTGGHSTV
NadD block: blocks S. aureus nicotinate mononucleotide adenylyltransferase | AID 602399 | inhibition, % at 20 µM | purified NadD enzyme, colorimetric absorbance read-out | hit rate 0.78% among 360,000; in the data active means inhibition above about 26%; further: some compounds past the cut are filed as inactive
MT1-MMP act inh: MT1-MMP (human) activation inhibition; P50281; HT1080 RFP-PRO-GFP cells, GFP/RFP ratio fluorescence, overnight; percent of plate control window, DMSO zero; GFP/RFP ratio change, % at 20 µM; hit rate 0.061% among 360,000;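 active means GFP/RFP ratio change of at least 30% with cell ATP level not reduced by more than half and red fluorescence within 50% of control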; further: strong numbers were not always called active
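Assay system: HT1080 RFP-PRO-GFP cells | Dosing: 20 µM single dose, 1% DMSO | Incubation: Cells overnight before dosing, compound overnight, 37 °C, 5% CO2 | Evaluation: GFP/RFP fluorescence ratio | Control set: DMSO-only wells and HT1080 RFP-L50D-GFP cell wells as references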
LMPTP inh: blocks human LMPTP phosphatase. hit rate 0.22% among 360,000. P24666. recombinant LMPTP-A, OMFP fluorogenic substrate, fluorescence intensity. inhibition, % at 20 µM;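 active means compounds that cut the enzyme signal by at least half of the control window in the single-dose screen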;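 further: plate controls were DMSO wells with enzyme plus substrate for no effect and substrate without enzyme for full effect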
Target sequence (P24666 whole entry, looked up): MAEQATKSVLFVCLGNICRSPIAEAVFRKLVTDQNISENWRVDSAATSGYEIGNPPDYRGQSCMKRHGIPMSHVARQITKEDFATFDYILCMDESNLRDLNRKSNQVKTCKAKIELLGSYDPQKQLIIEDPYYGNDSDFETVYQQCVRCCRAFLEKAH
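test system = LMPTP-A | amount = 0.625 nM LMPTP-A final | reagent = fluorogenic phosphatase substrate OMFP at 400 µM final | incubation = 50 min at room temperature | benchmarks = no-enzyme low control, uninhibited high control | medium = Bis-Tris pH 6.0, DTT, detergent | signal = fluorescence intensity of OMFP turnover product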
Scp-1 inhibitor: blocks human Scp-1 phosphatase activity | Recombinant Scp1, phosphopeptide, malachite green phosphate absorbance | inhibition, % at 20 µM | hit rate 0.88% among 340,000;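 active means inhibition above about 50% at 20 µM, limit read from the data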;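 further: plate controls were DMSO wells with enzyme for no effect and wells lacking enzyme for full effect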
Target sequence (Q9GZU7 76-261 limits assumed): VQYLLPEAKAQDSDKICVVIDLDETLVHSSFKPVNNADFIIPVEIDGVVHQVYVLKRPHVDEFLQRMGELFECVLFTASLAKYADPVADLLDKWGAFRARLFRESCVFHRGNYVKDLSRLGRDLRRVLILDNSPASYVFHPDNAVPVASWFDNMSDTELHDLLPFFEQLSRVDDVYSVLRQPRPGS
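Times: enzyme reaction 45 min at room temperature, colour 5 min, stabilisation 30 min. Material: SCP-1 catalytic fragment, aa 76-261. Medium: Acidic Tris acetate buffer with magnesium and detergent. Signal: colorimetric free-phosphate detection, absorbance 630 nm. Read-out basis: % inhibition of SCP-1 phosphate liberation. Reagent: Phosphorylated 17-residue peptide substrate.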
STEP inh: STEP (human) phosphatase inhibition | AID 588621 | inhibition, % at 20 µM | hit rate 0.25% among 360,000 | P54829 | recombinant STEP, OMFP fluorogenic substrate, fluorescence;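 active means inhibition at 20 µM, scaled per plate between control wells, above about 37%, limit read from the data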;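 further: 0% = DMSO with enzyme and substrate and 100% = substrate only without enzyme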
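Assay system: isolated STEP enzyme / Timing: 20 min at room temperature, dark / Doses: 20 µM, 1% DMSO / Technique: fluorescence intensity, excitation 480 nm, emission 540 nm / Reagent: fluorogenic phosphatase substrate OMFP at 25 µM final / Measure: percent inhibition scaled to no-enzyme and uninhibited-enzyme controls, plate-pattern corrected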
DNMT1 block: DNMT1 (human) enzyme inhibition; P26358; DNMT1 molecular beacon, Hinp1I cleavage, fluorescence; inhibition (reported as % activation of signal), % at 10 µM; hit rate 0.83% among 360,000; AID 588458; in the data active means inhibition above about 50%
The depositor's hits bear a star; i = inactive; / = no result given; + = active, no number.

1. O=C(C1CCC1)N1CCN(Cc2ccccc2)CC1
2. Cc1ccc(NC(=O)CCN2C(=O)C3C4CCC(C4)C3C2=O)cc1Cl (stereo not drawn)
3. Cc1cccc(OCCC(=O)OC(C)C(=O)Nc2ccc(Cl)cn2)c1 (stereo not drawn)
4. Cc1noc(C)c1NC(=O)Nc1cccc2c1O[C@H](CN(C)C(=O)NC(C)C)[C@@H](C)CN([C@H](C)CO)C2=O
5. O=C(CSc1nnc2n1CCCN2C(=S)Nc1ccc(Cl)cc1)c1ccccc1
6. COc1ccc(/C=C2\CCCC3C2=NN(C(=O)CSc2ncn[nH]2)C3c2ccc(OC)cc2)cc1 (stereo not drawn)
Screen / compound no.,1,2,3,4,5,6
Rpn11 inh,i,i,i,i,i,+
SUMO1-SIM PPI,2,5,5,2,0,-5
SKN-1 inh,13,-4,4,-1,21,4
LMPTP inh,-3.1,-0.2,1.3,-1.2,1.7,4.9
DNMT1 block,2,-8,-2,-1,-7,-14
NadD block,1,9,-4,2,4,30
NRP1-CendR mod,4,5,0,9,9,1
STEP inh,2,-2,-2,-3,4,2
Scp-1 inhibitor,1,-7,-2,-3,-2,12
MT1-MMP act inh,2,6,2,-3,9,-12

Three of the compounds above, with bars between the fields.
# | Compound | Rpn11 inh | SUMO1-SIM PPI | SKN-1 inh | LMPTP inh | DNMT1 block | NadD block | NRP1-CendR mod | STEP inh | Scp-1 inhibitor | MT1-MMP act inh
3 | Cc1cccc(OCCC(=O)OC(C)C(=O)Nc2ccc(Cl)cn2)c1 (stereo not drawn) | i | 5 | 4 | 1.3 | -2 | -4 | 0 | -2 | -2 | 2
4 | Cc1noc(C)c1NC(=O)Nc1cccc2c1O[C@H](CN(C)C(=O)NC(C)C)[C@@H](C)CN([C@H](C)CO)C2=O | i | 2 | -1 | -1.2 | -1 | 2 | 9 | -3 | -3 | -3
5 | O=C(CSc1nnc2n1CCCN2C(=S)Nc1ccc(Cl)cc1)c1ccccc1 | i | 0 | 21 | 1.7 | -7 | 4 | 9 | 4 | -2 | 9

Carrying on.
7. COc1ccc(NC(=O)C2CCC(=O)N2S(=O)(=O)c2ccc(C)cc2)c(OC)c1 (stereo not drawn)
8. Nc1cc(C(=O)N2CCCC2)cc(C(=O)N2CCCC2)c1
9. COc1ccc(CNC(=O)COC(=O)CCc2nc3ccccc3c(=O)[nH]2)cc1
10. Cc1c(NC(=O)c2ccc(-c3ccc([N+](=O)[O-])cc3Cl)o2)c(=O)n(-c2ccccc2)n1C
11. O=C(NCc1cccc(F)c1)C1CCC(=O)N(CC2CCCCC2)C1 (stereo not drawn)
12. Cc1ccc(-n2cc(CN3CCN(C(=O)c4ncn[nH]4)CC3)c(-c3ccc(F)cc3)n2)cc1
Screen / compound no.,7,8,9,10,11,12
Rpn11 inh,i,i,i,i,i,i
SUMO1-SIM PPI,1,-1,-3,-23,5,-4
SKN-1 inh,-1,12,-13,-3,0,-5
LMPTP inh,-0.9,-1.0,-0.8,-0.6,-0.4,-0.1
DNMT1 block,0,-2,5,1,0,-5
NadD block,-4,-4,-5,5,-2,7
NRP1-CendR mod,-6,5,0,5,2,-4
STEP inh,-4,-2,-2,1,-1,1
Scp-1 inhibitor,0,-3,1,5,1,-6
MT1-MMP act inh,1,5,-5,7,0,-5

13. Cn1c(O)c(N=Nc2nc(-c3ccccc3)cs2)c2ccccc21
14. CC(C)(C)NC(=O)Cn1cnc([N+](=O)[O-])n1
15. COc1cc(/C=C/C(=O)O)cc(S(=O)(=O)Nc2ccc3nc(C)sc3c2)c1OC
16. Cc1cc(C)c(S(=O)(=O)Nc2nnc(C)s2)c(C)c1
17. CCc1nnc(SCC(=O)Nc2ccc(C(C)=O)cc2)nc1CC
18. CCC1C(O)=C(c2ccccn2)C(=N)N1c1ccccc1 (stereo not drawn)
Screen / compound no.,13,14,15,16,17,18
Rpn11 inh,/,i,i,i,i,i
SUMO1-SIM PPI,-34,-4,-5,-1,1,-4
SKN-1 inh,19,3,-11,-14,-11,1
LMPTP inh,2.8,-0.2,-0.5,0.4,-0.6,-2.1
DNMT1 block,-10,3,2,1,0,-1
NadD block,17,-4,-1,-8,-5,-1
NRP1-CendR mod,-31,11,-6,-4,-1,-13
STEP inh,-1,1,3,-9,10,-2
Scp-1 inhibitor,21,13,-6,-4,-2,4
MT1-MMP act inh,-9,1,3,0,2,-2

19. Cc1ccc(Cn2c(Sc3nccc(C)n3)nc3c2c(=O)[nH]c(=O)n3C)cc1
20. Cc1cc(C)cc(NC(=O)C2CCCN2C(=O)Oc2ccccc2)c1 (stereo not drawn)
21. Cc1sc(NC(=O)C2CCCCC2C(=O)O)c(C(N)=O)c1-c1ccccc1 (stereo not drawn)
22. CCOC(=O)c1c(S(=O)(=O)NCC(=O)N2CCN(c3ccc(F)cc3)CC2)c(C)n(C)c1C
23. Cc1c(C(=O)NC2=NCCS2)oc2ccccc12
24. COCCNC(=S)N(Cc1cccnc1)Cc1ccc(OC)c(OC)c1
Screen / compound no.,19,20,21,22,23,24
Rpn11 inh,i,i,i,i,i,i
SUMO1-SIM PPI,0,1,0,0,0,0
SKN-1 inh,-14,10,-4,1,-6,-17
LMPTP inh,-0.2,0.0,0.1,-1.6,1.5,0.5
DNMT1 block,-2,-4,0,0,-2,4
NadD block,-2,0,6,-6,-1,5
NRP1-CendR mod,-1,-1,0,13,6,4
STEP inh,1,-1,0,0,3,0
Scp-1 inhibitor,-5,-5,-5,11,-3,4
MT1-MMP act inh,-6,4,-4,-2,11,3

25. N#Cc1cc2cc3ccccc3nc2n2c(=O)c3ccccc3nc12
26. COc1cc(C(=O)Nc2cc(S(=O)(=O)N3CCOCC3)ccc2N2CCOCC2)cc(OC)c1C
27. Cc1[nH]n(-c2ccccc2)c(=O)c1/C=N/Nc1nncc(-c2ccccc2)n1
28. O=C(CSc1ncccc1-c1nc2ccccc2[nH]1)N1CCN(c2ccccc2F)CC1
29. COc1ccc(NS(=O)(=O)c2cccc(C(=O)NC3CCC(O)CC3)c2)cc1 (stereo not drawn)
30. O=C(Nc1ccccc1)N1CCN(C2c3ccccc3-c3ccccc32)CC1
Screen / compound no.,25,26,27,28,29,30
Rpn11 inh,/,i,i,i,i,i
SUMO1-SIM PPI,0,8,-9,5,5,-5
SKN-1 inh,0,-2,-12,6,0,5
LMPTP inh,3.5,0.2,2.6,2.3,-0.9,2.0
DNMT1 block,8,-5,-13,-7,2,-5
NadD block,5,4,16,4,1,3
NRP1-CendR mod,131,7,-1,-21,9,21
STEP inh,-12,0,2,4,0,0
Scp-1 inhibitor,3,-10,-8,-6,-7,-4
MT1-MMP act inh,-53,3,5,-9,3,-4

Three consecutive records out of the list so far, for reference:
28. O=C(CSc1ncccc1-c1nc2ccccc2[nH]1)N1CCN(c2ccccc2F)CC1
29. COc1ccc(NS(=O)(=O)c2cccc(C(=O)NC3CCC(O)CC3)c2)cc1 (stereo not drawn)
30. O=C(Nc1ccccc1)N1CCN(C2c3ccccc3-c3ccccc32)CC1
Screen / compound no.,28,29,30
Rpn11 inh,i,i,i
SUMO1-SIM PPI,5,5,-5
SKN-1 inh,6,0,5
LMPTP inh,2.3,-0.9,2.0
DNMT1 block,-7,2,-5
NadD block,4,1,3
NRP1-CendR mod,-21,9,21
STEP inh,4,0,0
Scp-1 inhibitor,-6,-7,-4
MT1-MMP act inh,-9,3,-4

Remaining list, next part:
31. O=C(CN1CCc2ccccc21)NCc1ccc2c(c1)OCO2
32. CC(C)(C)NC(=O)C(CCc1ccccc1)n1c(=O)c(-c2cc3ccccc3[nH]2)nc2ccccc21 (stereo not drawn)
33. CCC(C)NC(=O)c1c(C)cc(=O)oc1C (stereo not drawn)
34. Cc1ccc(F)cc1NC(=O)CSCc1nc2sc(C)c(C)c2c(=O)[nH]1
35. O=C(c1ccc(N2CCCC2)c([N+](=O)[O-])c1)N1CCc2ccccc2C1
36. COc1ccc(Nc2c[nH]c(=O)[nH]c2=O)cc1
Screen / compound no.,31,32,33,34,35,36
Rpn11 inh,i,/,i,i,i,i
SUMO1-SIM PPI,22,5,2,0,-34,-13
SKN-1 inh,5,-3,7,4,6,34
LMPTP inh,0.7,6.6,-0.7,-0.6,3.9,1.7
DNMT1 block,-8,/,2,-3,-4,-12
NadD block,-2,/,-3,7,-1,6
NRP1-CendR mod,-12,6,4,-3,7,-5
STEP inh,-2,/,-6,-1,1,2
Scp-1 inhibitor,-1,/,-3,0,-1,-5
MT1-MMP act inh,-3,-13,-1,-6,6,3

37. Cc1cccc(-n2c(C)cc(/C=N/n3cnnc3)c2C)c1
38. Cc1cc(Cl)ccc1OCC(=O)Nn1c(C)ccc1C
39. CCn1nc(C(=O)OCC(=O)N2CCc3ccccc32)c2ccccc2c1=O
40. CC(C)C(NC(=O)c1cccc(S(=O)(=O)N2CCOCC2)c1)C(=O)NCCc1ccccn1 (stereo not drawn)
41. Cc1ccc(CN2CCNC(=O)C2CC(=O)N(C)C2CCOCC2)cc1 (stereo not drawn)
42. CCCCOc1ccc(N2CC(C(=O)NCc3ccco3)CC2=O)cc1 (stereo not drawn)
43. O=c1cc2c(nn1Cc1ccc(F)cc1)-c1ccccc1CC2
44. Cn1c(=O)c2c(nc(SCC(=O)N3c4ccccc4CCc4ccccc43)n2C)n(C)c1=O
45. CCOC(=O)C1CCN(S(=O)(=O)c2cn(C)c(C)n2)CC1
Screen / compound no.,37,38,39,40,41,42,43,44,45
Rpn11 inh,i,i,i,i,i,i,i,i,i
SUMO1-SIM PPI,0,1,-1,0,-3,4,-8,2,16
SKN-1 inh,16,22,10,-17,1,4,6,7,8
LMPTP inh,0.7,0.8,0.5,0.0,1.2,-0.4,-0.5,-0.5,-0.7
DNMT1 block,1,-11,-3,3,-2,3,-2,0,1
NadD block,2,41*,-1,-1,3,1,0,5,2
NRP1-CendR mod,0,3,4,8,12,7,3,14,-7
STEP inh,4,1,0,-2,1,-2,2,0,4
Scp-1 inhibitor,-10,-2,-16,-2,0,-3,5,-11,-7
MT1-MMP act inh,-1,2,5,-6,-2,1,0,-6,-3
